pPAFAH FP inh: inhibitors of human plasma PAF acetylhydrolase (pPAFAH); inhibition, % at 3.39 µM; hit rate 1.5% among 330,000; recombinant pPAFAH, FP-rhodamine probe fluorescence polarization; AID 463082; Q13093;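 active means inhibition above the mean inhibition across the screen plus 3 SD, cut at about 25% in these data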;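 further: inhibitors block binding of the rhodamine activity-based probe so polarization drops; 0% = enzyme with DMSO and 100% = wells lacking pPAFAH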
PAD4 FP inh: inhibitors of human PAD4; Q9UM07; recombinant PAD4, RCA probe fluorescence polarization; inhibition, % at 6.36 µM; hit rate 0.41% among 330,000; AID 485272;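 active means percent inhibition above a cutoff equal to the mean of all tested compounds plus 3 SD, cut at about 15% in these data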;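 further: 0% = PAD4 with RCA probe and DMSO and 100% = probe without PAD4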
Fam108B inh: counter-screen for RBBP9 inhibitors: inhibitors of mouse Fam108B; AID 1947; recombinant Fam108B, FP-Rh probe fluorescence polarization; inhibition, % at 9.51 µM; hit rate 0.33% among 300,000;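 active means inhibition above the screen mean inhibition plus 3 SD, computed separately per campaign, cut at about 18% in these data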;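 further: inhibitors lower polarization as less probe binds the enzyme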
LYPLA1 inh: blocks human lysophospholipase 1, a PME1 counter-screen | O75608 | recombinant LYPLA1, FP-Rh probe fluorescence polarization | inhibition, % at 5.9 µM | hit rate 0.16% among 320,000 | AID 2174;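 active means inhibition above the mean of all tested compounds plus 3 SD, set per campaign, cut at about 14% in these data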;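 further: inhibitors block serine hydrolase probe labeling of LYPLA1 so polarization falls; 0% = enzyme with DMSO and 100% = wells lacking LYPLA1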
Target sequence (O75608 whole entry, looked up): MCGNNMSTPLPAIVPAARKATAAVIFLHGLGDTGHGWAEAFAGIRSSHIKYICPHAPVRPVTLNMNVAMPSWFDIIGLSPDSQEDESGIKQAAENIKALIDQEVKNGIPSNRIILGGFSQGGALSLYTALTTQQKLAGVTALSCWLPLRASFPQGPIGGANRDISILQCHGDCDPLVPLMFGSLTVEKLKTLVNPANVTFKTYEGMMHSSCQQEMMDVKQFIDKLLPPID
PME-1 primary: PME-1 (human) inhibition | Q9Y570 | recombinant PME-1, FP-Rh probe fluorescence polarization | inhibition, % at 5.9 µM | hit rate 0.53% among 320,000 | AID 2130;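 active means inhibition above the campaign mean of all compounds plus 3 SD, cut at about 26% in these data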;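 further: competitive labeling of PME-1 active site by serine hydrolase directed probe; 0% = PME-1 with DMSO and 100% = wells lacking PME-1 enzyme; inhibitors block probe labeling so polarization falls and inhibition rises; many of its hits are not listed in these tables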
PAFAH1B3 FP inh: blocks human PAF acetylhydrolase 1B catalytic subunit 3; recombinant PAFAH1B3, FP-rhodamine probe, fluorescence polarization; hit rate 0.28% among 340,000; inhibition, % at 3.39 µM; Q15102;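 active means inhibition above the screen-wide average of all tested compounds plus 3 SD, cut at about 25% in these data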;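 further: 0% = enzyme with DMSO only and 100% = wells lacking PAFAH1B3 protein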
Target sequence (Q15102 whole entry, looked up): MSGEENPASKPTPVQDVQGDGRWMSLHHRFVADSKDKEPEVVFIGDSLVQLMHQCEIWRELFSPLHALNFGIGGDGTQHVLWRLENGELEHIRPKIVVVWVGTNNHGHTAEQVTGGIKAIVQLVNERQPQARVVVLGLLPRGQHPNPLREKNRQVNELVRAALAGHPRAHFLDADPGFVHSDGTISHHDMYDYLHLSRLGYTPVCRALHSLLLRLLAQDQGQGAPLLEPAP
PAFAH1B2 FP inh: blocks human PAF acetylhydrolase 1b catalytic subunit 2; P68402; recombinant PAFAH1B2, FP-rhodamine activity probe, fluorescence polarization; inhibition, % at 3.39 µM; hit rate 1.2% among 340,000; AID 492953;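 active means inhibition above the mean of all tested compounds plus 3 SD, cut at about 24% in these data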;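 further: 0% = enzyme with DMSO and 100% = wells lacking PAFAH1B2; many of its hits are not listed in these tables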
Target sequence (P68402 whole entry, looked up): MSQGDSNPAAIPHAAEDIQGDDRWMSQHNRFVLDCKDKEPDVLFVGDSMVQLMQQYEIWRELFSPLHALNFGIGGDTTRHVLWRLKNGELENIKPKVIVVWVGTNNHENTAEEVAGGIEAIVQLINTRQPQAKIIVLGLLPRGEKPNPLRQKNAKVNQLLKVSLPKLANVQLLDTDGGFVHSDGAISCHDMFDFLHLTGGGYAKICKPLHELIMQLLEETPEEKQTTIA
PAFAH2 inh: PAFAH2 (human) inhibition; Q99487; hit rate 0.99% among 340,000; inhibition, % at 3.39 µM; recombinant PAFAH2, FP-rhodamine activity probe, fluorescence polarization; AID 492956;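 active means inhibition above the mean over all tested compounds plus 3 SD, cut at about 30% in these data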;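 further: inhibitors block probe labeling of enzyme so polarization drops; 0% = enzyme with DMSO and 100% = wells lacking PAFAH2 protein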
GSTO1 counter: counter-screen for RBBP9 inhibitors: inhibitors of human GSTO1 | recombinant GSTO1, activity-based probe fluorescence polarization | P78417 | hit rate 1.1% among 300,000 | AID 1974 | inhibition, % at 5.96 µM;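 active means inhibition above the campaign mean inhibition plus 3 SD, cut at about 35% in these data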;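 further: 0% = GSTO1-1 with DMSO and 100% = wells lacking GSTO1-1 enzyme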
Target sequence (P78417 whole entry, looked up): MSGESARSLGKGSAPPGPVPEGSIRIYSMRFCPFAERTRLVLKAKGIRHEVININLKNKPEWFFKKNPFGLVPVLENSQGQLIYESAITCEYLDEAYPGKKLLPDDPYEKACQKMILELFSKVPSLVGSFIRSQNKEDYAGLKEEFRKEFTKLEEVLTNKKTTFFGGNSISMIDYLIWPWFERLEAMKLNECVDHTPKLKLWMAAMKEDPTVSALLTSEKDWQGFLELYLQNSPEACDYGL
* marks the source's active call; other numbers are inactive results; . = no result given. A portion of the library (hit frequency here may not be typical).

SMILES	pPAFAH FP inh	PAD4 FP inh	Fam108B inh	LYPLA1 inh	PME-1 primary	PAFAH1B3 FP inh	PAFAH1B2 FP inh	PAFAH2 inh	GSTO1 counter
CC1(C)C(O)=C(c2nc3ccccc3[nH]2)C(=N)N1c1ccccc1	3	1	-4	-2	6	0	3	5	-2
CCC(SC1=N/C(=C/c2ccccc2OC)C(=O)N1c1ccccc1)C(=O)Nc1cc(C)on1 (centres undefined)	-4	1	-11	-6	-16	-7	-3	-17	-10
COc1ccc(CCN2CC(C(=O)N(C)CCOc3ccccc3)CCC2=O)cc1 (centres undefined)	4	-2	2	-4	1	-1	3	4	2
COc1ccc(S(=O)(=O)Nc2nccs2)cc1OC	5	-2	-2	1	6	2	2	5	5
S=c1[nH]nc(-c2ccccc2)n1CC1CCCO1 (centres undefined)	2	-2	-7	1	-3	-1	2	-3	9
COC(=O)[C@H](CCSC)NC(=O)Nc1ccc(C)c(C)c1	1	1	0	-1	-3	-8	7	10	4
O=C(C1=C(O)C(=O)N(Cc2ccco2)C1c1cccc(O)c1)c1ccco1 (centres undefined)	3	-7	3	0	-2	-1	6	-8	0
CCNC(=O)CC1SC(=Nc2cccc3ccccc23)N(C)C1=O (centres undefined)	1	2	1	-2	-1	-4	-2	0	8
C=C(C)c1cccc(C(C)(C)NC(=O)NCc2ccncc2)c1	6	4	-2	-5	-1	5	3	3	2
CCOC(=O)c1ccc(-c2ccc(C=O)o2)cc1	2	-2	0	0	-2	0	3	0	-1
Cc1[nH]c2ccccc2c1CCNS(=O)(=O)c1ccc(S(N)(=O)=O)cc1	5	-1	0	3	11	9	3	2	5
Cc1nc(SCc2ccccc2)c2ccsc2n1	5	-4	-7	-4	7	4	2	4	3
CCOC(=O)c1c(NC(=O)COC(=O)/C=C/c2ccco2)sc2c1CC(C)(C)NC2(C)C	10	-6	4	3	-7	-1	0	0	9
COc1ccc(CC(=O)Nc2cccnc2)cc1	1	2	-1	-1	3	2	7	1	14
Cc1cc(/C=N/O)c(C)n1-c1ccc(Br)cc1	7	-10	-1	0	6	5	4	-1	-5
COc1ccc(S(=O)(=O)N(C)C[C@H]2Oc3c(NC(=O)Nc4ccc(C(F)(F)F)cc4)cccc3C(=O)N([C@H](C)CO)C[C@@H]2C)cc1	-4	2	.	.	.	-29	9	-17	.
COc1ccc(C2C=C(c3cccs3)Nc3nc(CCCO)nn32)cc1 (centres undefined)	6	0	-2	-1	-4	.	.	.	-2
CN(C(=O)COC(=O)c1ccccc1NCCO)C1CCS(=O)(=O)C1 (centres undefined)	0	2	1	-8	2	2	1	3	9
COc1ccc(C(=O)N/N=C(\C)c2ccc3c(c2)C2C=CCC2C(c2ccccc2)N3)cc1 (centres undefined)	10	-8	20*	-12	17	1	-3	8	34
O=C(CCC1CCCC1)N1CCN(S(=O)(=O)c2ccc(Br)cc2)CC1	3	-3	.	5	1	-2	15	11	.
O=c1cc2c(nn1Cc1cccc([N+](=O)[O-])c1)-c1ccccc1CC2	3	2	-1	-1	9	15	7	6	0
CC(C)n1cnc2c(Nc3cccc(Cl)c3)nc(N(CCO)CCCO)nc21	19	-4	0	0	7	-1	1	11	-3
CCOC(=O)C(C)n1cnc2c(nnn2-c2cccc(OC)c2)c1=O (centres undefined)	3	6	-1	0	1	4	2	-4	-1
Cc1cc(C)c(OCC(=O)N2CCN(c3ncc(C(F)(F)F)cc3Cl)CC2)c(C)c1	1	0	-5	-2	0	4	0	0	2
CCn1ncc(C2=NOC(C(=O)Nc3cccc(O)c3)C2)c1C (centres undefined)	3	4	4	1	-3	3	0	4	0

Four compounds from above, reduced to GSTO1 counter:
Compound | GSTO1 counter
COc1ccc(CCN2CC(C(=O)N(C)CCOc3ccccc3)CCC2=O)cc1 (centres undefined) | 2
COc1ccc(S(=O)(=O)Nc2nccs2)cc1OC | 5
S=c1[nH]nc(-c2ccccc2)n1CC1CCCO1 (centres undefined) | 9
COC(=O)[C@H](CCSC)NC(=O)Nc1ccc(C)c(C)c1 | 4

Next part.
SMILES	pPAFAH FP inh	PAD4 FP inh	Fam108B inh	LYPLA1 inh	PME-1 primary	PAFAH1B3 FP inh	PAFAH1B2 FP inh	PAFAH2 inh	GSTO1 counter
CC(=O)Nc1ccc(S(=O)(=O)NCC2CCC(C(=O)NCCCN(C)Cc3ccccc3)CC2)cc1 (centres undefined)	-4	-1	1	1	-3	6	3	-3	-6
C/C(Cc1ccccc1)=N\NC(=O)CNC(=O)c1ccc(Br)cc1	9	-3	5	2	-1	-4	1	4	5
O=C1CCCN1c1ccc(S(=O)(=O)N2CCCCC2)cc1[N+](=O)[O-]	1	-2	-2	0	-2	-1	3	8	3
Cc1cc(=O)c2c(o1)CC(C)(C)CC2=O	4	2	0	-6	-1	2	-2	3	7
C[C@H](NC(=O)C1CCN(S(=O)(=O)c2ccccc2)CC1)C(=O)NCc1ccccn1	2	0	4	-1	1	2	4	-5	6
CNC(=O)C(=O)Nc1ccc2c(c1)N(S(=O)(=O)c1cccs1)CCC2	1	-2	-2	-1	-4	1	11	-1	5
CCCCCOc1ccc(NC(=O)C(=O)NCC2CCCN2CC)cc1 (centres undefined)	-2	-6	-1	-1	-5	1	-4	-5	-2
CC1(C)Cc2c(cnn2-c2ccccc2)C(=O)/C1=N\NC(=O)c1ccncc1	-2	-1	6	1	-2	6	1	5	-4
COc1ccc(-c2cccc(NS(=O)(=O)c3cccc([N+](=O)[O-])c3)c2)nn1	4	0	2	0	12	-3	-1	-2	6
Cc1ccc(C)c(OCCC(=O)OCC(=O)NCCNC(=O)COC(=O)CCOc2cc(C)ccc2C)c1	20	-5	-3	-4	3	7	4	4	-1
CCOC(=O)c1sc2nc(C(C)C)c3c(c2c1N)CC(C)(C)OC3	3	2	1	3	-1	6	-1	6	5
COC(=O)CNC(=O)COC(=O)/C=C/c1cccs1	4	-1	-2	-3	0	-3	2	15	0
Cc1ccc(SC(C)C(=O)N2CCN(c3ccccc3)CC2)cc1 (centres undefined)	4	2	0	3	8	7	20	4	8
CCOC(=O)N1CCN(S(=O)(=O)c2ccc3[nH]c(=O)sc3c2)CC1	2	-3	-2	-4	-3	0	5	-1	7
CN(C)S(=O)(=O)c1ccc(NC(=S)NC(=O)C2CCC2)cc1	-1	-2	-1	0	1	5	-2	0	1
Cc1[nH]c2ccccc2c1/C=N/NC(=O)CNC(=O)c1cccs1	2	-3	1	-1	-4	6	2	-2	-10
Cc1c(C(C)(C)O)[nH]c2ccc(C#N)cc12	-6	4	-1	-4	-3	12	4	8	1
N#Cc1sc2nc3c(c(-c4ccco4)c2c1N)CCCC3	8	4	4	-1	9	-2	1	3	6
Cc1ccc(C)c2[nH]c(=O)c(CN(CC3CCCO3)C(=O)NC3CCCCC3)cc12 (centres undefined)	-1	1	0	-2	1	-6	2	2	2
CN1CCN(C(=S)c2ccc(-c3cc(Cl)ccc3Cl)o2)CC1	5	-6	-3	-3	0	1	5	6	-4
CCOc1ccc(NC(=O)c2cc(SC)ccc2Cl)cc1	5	3	-4	-2	2	-8	5	3	-14
CCS(=O)(=O)N1CCN(S(=O)(=O)c2ccccc2[N+](=O)[O-])CC1	2	-11	-4	1	1	6	3	2	-7
CCn1c(=O)cc(OCC(=O)NCC2CCCO2)c2ccccc21 (centres undefined)	5	-3	5	-3	7	6	-1	-7	0
O=[N+]([O-])c1cccc(/C=N/NC2CCS(=O)(=O)C2)c1 (centres undefined)	0	-3	4	2	-2	0	8	7	0
CCCC(=O)N1CCCC(C(=O)c2ccc(OC)c(OC)c2)C1 (centres undefined)	0	6	4	-3	2	4	2	7	1
SMILES	pPAFAH FP inh	PAD4 FP inh	Fam108B inh	LYPLA1 inh	PME-1 primary	PAFAH1B3 FP inh	PAFAH1B2 FP inh	PAFAH2 inh	GSTO1 counter
Cc1noc(NS(=O)(=O)c2ccc(NC(=O)CSc3nc4ccccc4s3)cc2)c1C	0	19*	1	-1	5	7	28*	6	1
C/C=C1\COC(C(=O)NCc2ccncc2)(C(F)(F)F)C=C1C=C1CCCCC1 (centres undefined)	-2	0	1	1	2	-8	-2	1	21
CC(C)NC(=O)NNC(=O)c1cc(COc2cc(Cl)cc(Cl)c2)on1	5	-1	1	-1	4	5	2	5	-4
Cc1ccc(S(=O)(=O)N2CCCCC2)c2nsnc12	-2	-1	2	-5	-7	1	2	2	1
Cc1cccc(N(C(=O)CNC(=O)c2cccs2)C(C(=O)NC2CCCC2)c2ccncc2)c1 (centres undefined)	3	1	4	0	-4	0	2	11	-5
CCc1ccc(NC(=O)COc2coc(CN3CCc4ccccc4C3)cc2=O)cc1	3	0	4	0	2	1	6	4	9
NC(=O)c1cc2c3ccccc3ccn2c1-c1ccccc1	7	-10	10	3	6	12	3	24	12
O=C(O)COc1ccccc1C=NNC(=O)c1ccccc1NS(=O)(=O)c1cccs1	6	0	.	.	.	11	6	14	.
COc1c(Br)cc2c(C)c(C(=O)O)oc2c1Br	7	1	2	0	1	2	5	7	1
CCOCCCNC(=O)c1ccc(C2SCC(=O)N2Cc2ccccc2)cc1 (centres undefined)	3	5	3	-1	-9	3	2	-2	7
Cc1ccc(NC(=O)c2ccco2)c(NC(=O)CN2C(=O)c3ccccc3C2=O)c1	0	-3	1	-1	3	6	3	2	3
CC(c1ccco1)N(C(=O)c1ccc(C(F)(F)F)cc1)c1ccccn1 (centres undefined)	4	-2	-1	-3	1	11	2	4	6
O=C(C[C@H]1C[C@H](C(=O)N2CCCCC2)[C@@]2(CCc3ccccc3)c3[nH]c4ccc(Cl)cc4c3CCN2C1=O)NCc1ccco1	2	-1	.	.	.	6	1	-5	.
NC(=O)CSc1nnc(COc2ccccc2)n1N	1	3	0	1	5	6	-1	-2	1
C[C@@H]1O[C@@H](O[C@H]2[C@H](O)[C@@H](O)[C@H](Oc3c(-c4ccc(O)c(O)c4)oc4cc(O)cc(O)c4c3=O)O[C@@H]2CO)[C@H](O)[C@H](O)[C@H]1O	1	1	.	0	-12	9	2	-2	.
CCCCCCC(C)n1[nH]c(=O)cc1N (centres undefined)	3	-6	3	-2	0	8	6	-2	-11
COc1cc2c(cc1OC)C(c1cccc([N+](=O)[O-])c1)N(C(=O)CCC(=O)O)CC2 (centres undefined)	3	2	-1	-2	-3	1	-4	4	-1
Cc1cccc(N2CCN(C(=O)COCc3cc(-c4ccc5c(c4)OCO5)on3)CC2)c1C	11	2	-2	-3	-2	0	4	2	9
CCCNC(=O)CN1C(=O)NC2(CCCc3cc(OC)ccc32)C1=O (centres undefined)	1	-6	-2	-1	3	1	0	-4	5
CCCN1CCc2[nH]c(=S)[nH]c(=O)c2C1	-2	2	-2	1	-2	9	3	-3	3
CCCCN(C(=O)CSCC(=O)Nc1ccc(C)cc1)c1c(N)n(CC(C)C)c(=O)[nH]c1=O	2	12	.	-3	2	2	5	-1	.
CCC(=O)NC(c1ccccc1)c1c(OC(C)=O)ccc2ccccc12 (centres undefined)	2	1	8	0	8	5	2	-3	12
Cc1cc(C)cc(C(=O)NCc2ccc3c(c2)OCO3)c1	2	-1	2	1	0	2	-1	4	3
CC/C(=N\NC(=O)c1csc(C)c1C)c1cccs1	-2	1	4	1	-1	0	-1	-1	0
CCOC(=O)C(CC)Sc1cc(C)nc2ccc(OC)cc12 (centres undefined)	-3	5	5	-3	1	-1	0	-1	-19
